12-LOX inh = blocks human arachidonate 12S-lipoxygenase. Potency, µM (doses to about 108 µM), without a hit: at the highest dose activity change, negative = inhibition, most hits filed as inhibitors. actives 1.1% (n = 580,000). AID 1671190. purified 12hLO, xylenol orange hydroperoxide absorbance. P18054; active = well fitted inhibition curve with a large enough effect; inconclusive = small, poorly fitted or top-dose-only effect, or another doubt; inactive = no such curve, though single readings can be large or run the other way
Target sequence (P18054 whole entry, looked up): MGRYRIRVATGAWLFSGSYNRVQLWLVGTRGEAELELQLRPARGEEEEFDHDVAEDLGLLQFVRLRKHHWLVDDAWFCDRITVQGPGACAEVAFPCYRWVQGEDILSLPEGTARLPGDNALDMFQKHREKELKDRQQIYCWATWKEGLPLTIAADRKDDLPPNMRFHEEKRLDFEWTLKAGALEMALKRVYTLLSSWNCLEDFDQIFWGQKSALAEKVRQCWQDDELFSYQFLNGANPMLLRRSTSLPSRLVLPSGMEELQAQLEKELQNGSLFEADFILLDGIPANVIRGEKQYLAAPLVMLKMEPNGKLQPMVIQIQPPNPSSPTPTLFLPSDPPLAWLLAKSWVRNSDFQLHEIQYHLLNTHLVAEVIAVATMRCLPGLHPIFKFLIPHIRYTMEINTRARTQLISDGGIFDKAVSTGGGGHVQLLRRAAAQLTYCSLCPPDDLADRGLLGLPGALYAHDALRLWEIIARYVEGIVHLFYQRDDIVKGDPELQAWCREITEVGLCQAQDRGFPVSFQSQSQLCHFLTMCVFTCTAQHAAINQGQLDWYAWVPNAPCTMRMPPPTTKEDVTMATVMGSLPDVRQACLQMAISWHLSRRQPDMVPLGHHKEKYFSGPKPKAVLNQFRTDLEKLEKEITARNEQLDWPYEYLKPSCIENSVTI
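Purified human 12hLO (150 nM final) in 25 mM Hepes, 0.01% Triton X-100, pH 7.0 was preincubated 15 min at room temperature with compound. Then 40 uM arachidonic acid was added, 30 min. Hydroperoxide was read by Fe-XO absorbance ratio 573/405 nm.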
* hit, by the source's call; ? = inconclusive; [ ] = another dose, or the depositor's remark. % is set by controls: 0 for no effect and ±100 for the full control effect; potency is the fitted concentration of half-maximal effect. These rows are one share of the data. The share of hits here may be higher or lower than overall.

SMILES	12-LOX inh
Cc1ccc(C(C)NC(=O)Nc2ccc(F)cc2F)cc1 (stereo not given)	82%[activator]
CCCCCCCC(=O)Oc1ccc(C(=O)O)cc1	-3%
Cc1ccsc1/C=C(/C#N)C(=O)NC1CCCCC1C (stereo not given)	-1%
Cn1cccc1CN1CCC2(C1)C(=NC1CCCC1)NC(=O)N2c1cccnc1 (stereo not given)	-7%[6.33 µM]
OCCNCc1ccc(-c2ccccc2)o1	-7%
Cc1cccc(NC(=O)NCc2ccc3c(c2)OCO3)c1	-9%
Nn1c(SCC(=O)NCCc2ccc(F)cc2)nnc1-c1ccco1	-17%
CCC(=O)N1Cc2ccccc2CC2(CCCN2C)C1 (stereo not given)	4%[12.5 µM]
COc1ccc(-c2cc(-c3c(C)noc3C)c3cncn3c2)cc1	?
O=C(N1CCN(c2ccccc2)CC1)C1(CCO)CC12CCOCC2 (stereo not given)	38%[activator]
O=C(NC[C@H]1OC[C@@H](NC2CCC(F)(F)CC2)[C@@H]1O)c1ccccc1	35%[activator][176 µM]
CCCn1c(C)cc(C(=O)CSc2nnc(C(C)Oc3ccccc3F)o2)c1C (stereo not given)	10%
CC(O)CNS(=O)(=O)c1cc(Cl)c(Cl)cc1Cl (stereo not given)	-24%
O=C1Nc2ccccc2-n2nnnc2C1N1CCN(c2cccc(C(F)(F)F)n2)CC1 (stereo not given)	-14%
O=C(CC[C@H]1NC(=O)c2ccccc2NC1=O)Nc1cccc(-c2ncn[nH]2)c1	21%

4 compounds already listed, ordered by the value under 12-LOX inh, descending.
SMILES	12-LOX inh
CCCn1c(C)cc(C(=O)CSc2nnc(C(C)Oc3ccccc3F)o2)c1C (stereo not given)	10%
CCCCCCCC(=O)Oc1ccc(C(=O)O)cc1	-3%
OCCNCc1ccc(-c2ccccc2)o1	-7%
Cc1cccc(NC(=O)NCc2ccc3c(c2)OCO3)c1	-9%

Returning to the listing; the 3 compounds before the break are reprinted first.
SMILES	12-LOX inh
CC(O)CNS(=O)(=O)c1cc(Cl)c(Cl)cc1Cl (stereo not given)	-24%
O=C1Nc2ccccc2-n2nnnc2C1N1CCN(c2cccc(C(F)(F)F)n2)CC1 (stereo not given)	-14%
O=C(CC[C@H]1NC(=O)c2ccccc2NC1=O)Nc1cccc(-c2ncn[nH]2)c1	21%
Cc1ccc(C2Cn3cnc(C(=O)N4CCC(C(=O)NCCCc5ccccc5)CC4)c3CO2)cc1 (stereo not given)	17%
COc1ccc(C2C(C#N)=C(N)Oc3n[nH]c(-c4ccc(C)cc4)c32)cc1O (stereo not given)	?
CCc1ccc2c(c1)-c1ccccc1S(=O)(=O)N2CC(=O)N1CCC(C(N)=O)CC1	-5%
C=CCNC(=O)N[C@H]1CCN2C(=O)c3cc(-c4cccc(C)c4C)ccc3NC(=O)[C@@H]2C1	3%[176 µM]
O=C(NCCc1ccc(Cl)cc1)c1nc2sccn2c1Br	18%
COc1nc2c(c(=O)n(C)c(=O)n2C)n1Cc1ccc(Cl)cc1Cl	10%
CCn1c(Br)nc2c1c(=O)[nH]c(=O)n2C	8%
COc1ccc2c(c1)cc(C(=O)Nc1ccccc1OC)n2C	-19%
Cc1noc(C)c1NC(=O)N[C@@H]1C[C@H](Cn2cc(CN3CCS(=O)(=O)CC3)nn2)[C@@H](O)[C@H]1O	?
COc1ccc(N2C(=O)C3(CCCCC3)C2C(=O)N2CCN(C(C)=O)CC2)cc1 (stereo not given)	38%[activator]
COC(=O)C(c1ccccc1)(c1cn(C)c2ccccc12)C(Nc1ccc(Cl)cc1)c1ccccc1 (stereo not given)	2%
CC(C)N1C(=O)c2ccccc2NC(=O)C1C(=O)NCc1cccc(C(F)(F)F)c1 (stereo not given)	3%
CC(C)c1ccccc1NC(=O)CSc1nc2ncccc2[nH]1	19%
COc1ccc(C2CC(=O)Nc3c2c(=O)[nH]c2ncnn32)cc1OC (stereo not given)	?
O=C(Nc1cc2c(cc1C(O)c1ccc(Br)cc1)OCCO2)c1ccc(F)cc1 (stereo not given)	?

Structures above containing bromine:
SMILES	12-LOX inh
O=C(NCCc1ccc(Cl)cc1)c1nc2sccn2c1Br	18%
CCn1c(Br)nc2c1c(=O)[nH]c(=O)n2C	8%
O=C(Nc1cc2c(cc1C(O)c1ccc(Br)cc1)OCCO2)c1ccc(F)cc1 (stereo not given)	?

Other results follow.
SMILES	12-LOX inh
C[S+](=O)([O-])c1ccc(OCC2CN(Cc3ccccc3)C(=O)c3c(ccnc3-c3ccc(OCC(=O)O)cc3)O2)cc1 (stereo not given)	-17%
O=C(N/N=C/c1cccc(OCCCOc2ccccc2Cl)c1)c1ccccc1	-13%
Cc1cccnc1NC(=O)Cc1nc(-c2ccccc2)oc1C	?
COc1ccc(CCN2CC(=O)N3CCc4ccc(N5CCOCC5)cc4C3CC2=O)cc1OC (stereo not given)	2%
COc1ccc2c(c1OC)C(=O)OC2CC(=O)c1ccc(F)cc1 (stereo not given)	0%
COc1ccccc1CCn1c(=O)c(-c2ccc(F)cc2)nc2cncnc21	72%[activator]
Cc1nc2nc(N(Cc3ccc(F)cc3)C(=O)c3ccco3)[nH]n2c(=O)c1C	13%
O=C(c1cc2ccccc2[nH]1)N1CCN(C(=O)c2nnn3c2COC(c2ccc(Cl)cc2)C3)CC1 (stereo not given)	4%
Cc1ccc(-c2nc(CN3CCCC3c3cccs3)co2)cc1 (stereo not given)	-28%
CC(C)CN1C(=O)c2ccccc2C(C(=O)Nc2ccc(C(N)=O)cc2)C12CCCCC2 (stereo not given)	6%
COc1cccc(C(=O)n2nc(-c3ccco3)nc2NCc2ccc(C(C)C)cc2)c1	-25%
Cn1c(=O)n(C)c2cc(Sc3ccccc3Cl)c(NC(=O)C3CC3)cc21	-1%
CC(C)(C)c1ccc(-c2cc(C[C@H]3CNCC[C@H]3CC(=O)NCc3cccs3)no2)cc1	40µM*
Cc1ccc(C2=NC(C)(C)N=C2SCC(=O)Nc2ccc(Br)c(C)c2)cc1	?
Cc1ccc(C)c(NC(=O)NCC2CCOCC2)c1	-12%

Rewritten in CSV form: part of the list above.
mol,12-LOX inh
CC(C)(C)c1ccc(-c2cc(C[C@H]3CNCC[C@H]3CC(=O)NCc3cccs3)no2)cc1,40µM*
Cc1ccc(C2=NC(C)(C)N=C2SCC(=O)Nc2ccc(Br)c(C)c2)cc1,?

The list goes on.
SMILES	12-LOX inh
O=C(Nc1cccnc1)c1ccnc(-c2nnc3ccc(N4CCOCC4)nn23)c1	?
Cn1ccnc1C(NC(=O)Cc1ccsc1)c1ccccc1F (stereo not given)	8%
N#CC1(C(=O)Nc2ccc(C(=O)Nc3ccccc3)cc2)CCCC1	?
Cc1nn(Cc2ccc(F)cc2)c(C)c1NC(=O)Nc1ccc2c(c1)OCO2	1%
CCOC(=O)C1=C(C)N=C2SC=C(CC(=O)N(C)CC)N2C1c1cccc([N+](=O)[O-])c1 (stereo not given)	7%
N#Cc1nc(C2CC2)oc1N1CCN(Cc2cccc(F)c2F)CC1	-24%
COc1cccc(CNC(=O)[C@H]2CCCN2C(=O)[C@H]2CCCN2C(=O)c2ccccc2)c1	1%
N#CCCNc1ccc2c(c1)OCCO2	-12%
O=C(Cc1cccc(F)c1)N1CCC(Cc2nc(C3CCOCC3)no2)CC1	-7%
Cc1cccc(NC(=O)C(C#N)C(=O)CCc2ccccc2)c1 (stereo not given)	32µM*
CN(Cc1nccs1)c1ccc(-c2nc(-c3ccccc3F)no2)cn1	11%
O=S(=O)(NCCc1csc2nc(-c3ccc(F)cc3)nn12)c1ccc(F)c(C(F)(F)F)c1	5%
O=S(=O)(Nc1nc2ccccc2nc1Nc1ccc2c(c1)OCO2)c1cc(Cl)ccc1Cl	?
CC(C)(C)c1ccc(-c2cc(=O)c3cc(NC(=O)c4ccncc4)ccc3o2)cc1	20%
O=C1NCCC[C@@H]1NC(=O)[C@@H]1CN(C(=O)c2cccc(F)c2)CCN1C(=O)c1cnccn1	?
Cc1cnc(C(=O)N2CCC(N3C(=O)C(O)C34CCCCC4)CC2)cn1 (stereo not given)	-11%
CC1CCCN(C(=O)Cn2nnc(-c3ccc([N+](=O)[O-])cc3)n2)C1 (stereo not given)	263%[activator]
CCCn1nc(C)cc1CN(C)c1ccc(NS(=O)(=O)c2cccc(Cl)c2C)cc1C(=O)O	?
Cc1ccc(-n2nnc(C(=O)Nc3nccs3)c2C(C)C)cc1	-9%
O=C(O)C(c1c[nH]c2cc(F)ccc12)N1CCN(C2=Nc3ccccc3Oc3ccccc32)CC1 (stereo not given)	?
CC12CN3CC(C)(CN(C1)C31C3CC4CC(C3)CC1C4)C2=O (stereo not given)	2%
COc1ccc(-c2nn(-c3ccccc3)cc2C2=NN(S(C)(=O)=O)C(c3ccco3)C2)cc1 (stereo not given)	?
COC(=O)c1ccccc1C(=O)N1CCCC(N2CCN(c3ccc(F)cc3)CC2)C1 (stereo not given)	-4%
CC(C)N(C)C(=O)c1ccc(Cl)c(NC(=O)C2(C)CC2(Cl)Cl)c1 (stereo not given)	29%
COc1cccc([C@@H](C)NCCCc2ccccc2Cl)c1	?
CN1CCN(c2ccc(-c3cn(C)c(=O)n4cc(COc5ccnn5C)nc34)cn2)CC1	-10%[176 µM]
CCOc1nc2cccc(C(=O)OC(C)OC(=O)OC3CCCCC3)c2n1Cc1ccc(-c2ccccc2-c2nn[nH]n2)cc1 (stereo not given)	?
COC(=O)[C@@H]1Cc2ncn(C)c2CN1S(=O)(=O)c1cccs1	-4%[176 µM]
Cc1cc2nc(CSc3nc4ccc(NC(=O)C(C)C)cc4s3)cc(=O)n2o1	6%
CCN(CC)Cc1cnc2c(C(=O)NCCc3ncc[nH]3)cnn2c1	18%
Cc1ccc(CN2C(=O)[C@@H]3C[C@@H](O)CN3C3(CN(C4CCC(F)(F)CC4)C3)C2=O)o1	-1%[176 µM]
COc1ccccc1-c1nc(COC(=O)C2=CN(Cc3ccccc3)S(=O)(=O)N=C2C)no1	9%
Cc1ccc(NC(=O)CSc2nc(-c3ccco3)ccc2C#N)cc1C	-26%
C=C1[C@H]2CC[C@@H]3[C@H]2C(C)(C)CCC[C@]13C	-7%[176 µM]
COC(=O)c1cc(-c2ccc(C)cc2)nc2onc(-c3ccco3)c12	?
Cc1ccsc1C(=O)N1CCC2(CC1)CC(OCC1CC1)CCO2 (stereo not given)	50%[activator]
CCc1nc2c(c(-c3ccc(OC)cc3)n1)CCN(C(=O)c1ccccn1)CC2	3%[6.33 µM]
N#C/C(=C/c1ccccc1OC(F)(F)F)c1ccccn1	?
N#Cc1c(F)cccc1NCC12CC3CC(CC(C3)C1)C2	-27%
CCOC(=O)CN(CCOC)C(=O)CCCc1ccccc1	33%
O=C1NC(Cc2ccc(O)cc2)c2nc3cc(F)ccc3c(=O)n2-c2cc(Cl)ccc21 (stereo not given)	-12%
Fc1ccc(C2Cn3nnc(-c4nc(-c5cccnc5)no4)c3CO2)cc1 (stereo not given)	4%
Cc1ccccc1NC(=O)C1CCn2c(C(=O)c3ccccc3)ccc21 (stereo not given)	10%
COC1CN(c2cccc(F)c2)C12CCN(C(=O)c1ccncc1)CC2 (stereo not given)	16%
COCCn1c(=O)c(CCc2ccccc2)nc2cnc(N3CCN(C)CC3)nc21	0%
CCOCCOC1CCN(S(=O)(=O)Cc2ccccc2)CC1	5%
Clc1ccc(-c2nnc(SCc3nc4ccccc4o3)o2)cc1	14%
O=Cc1ccc(OCc2ccc(Cl)cc2)c(Br)c1	?
Nc1nc(CCC(=O)N[C@@H]2COCC[C@H]2Oc2ccc(CO)cc2)cs1	36%[activator]
COc1ccc(C2Cn3nnc(C(=O)N4CCN(C(=O)c5cccc(Cl)c5)CC4)c3CO2)cc1 (stereo not given)	2%
O=C(COc1ccc(F)cc1)N1CCCC(c2nc(C3CCOCC3)no2)C1 (stereo not given)	30%
CCc1nc2c(=O)n(CC(=O)NCc3ccccc3OC)nc(C)c2s1	23%
O=c1[nH]c(CSc2nc3ccccc3o2)nc2cc(Cl)ccc12	8.9µM*
O=C(Nc1ccc(F)cc1)C(c1cc2ccccc2o1)N1CCN(CC(=O)N2CCCC2)CC1 (stereo not given)	5%
CC(C)=CC1C(C(=O)NC23CC4CC(CC(C4)C2)C3)C1(C)C (stereo not given)	-1%
O=C(c1cc2c(s1)CCCC2)N1CCN(c2ncccn2)CC1	-9%
CC(C)CNC(=O)C1CCN(c2ncnc3nc[nH]c23)CC1	6%
CC1CN(C(=O)c2cc(-c3ccco3)[nH]n2)CCO1 (stereo not given)	-36%
CC(=O)NCCCC(=O)N1CCC2(CC1)CC(NC(C)=O)c1ccccc1O2 (stereo not given)	10%[6.33 µM]
COCc1nc2nccc(-c3cccs3)n2n1	33%[activator]

Further compounds:
SMILES	12-LOX inh
CC(C)(C)CC(=O)NC[C@H]1OC[C@@H](NCc2ncc[nH]2)[C@@H]1O	24%[176 µM]
COCC(=O)NC[C@H]1CCN(Cc2ccc3c(c2)CCO3)C[C@H]1N(C)C	77%[activator]
c1cc2cc(Nc3cnc4ccc(N5CCOCC5)nn34)ccc2[nH]1	-2%[176 µM]
NC(=O)c1cccnc1OC1CCN(C(=O)c2cccs2)C1 (stereo not given)	?
CCNC(=O)Nc1ccc(OCC(=O)N2CCN(c3cccc(OC)c3)CC2)nc1	2%
CC(O)c1cc2n(n1)CCCN(C(=O)Cn1nc3ccccc3n1)C2 (stereo not given)	35%[activator]
c1ccc(CNCC(c2ccccc2)N2CCCC2)cc1 (stereo not given)	?
